DDE Tn6 FP inh: disrupts Tn6 cyclic peptide binding to fibrin D-Dimer-E complex; Fibrin DD(E) TRITC-Tn6 fluorescence polarization displacement; hit rate 0.21% among 370,000; inhibition, % at 8.3 µM; AID 720509;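 active = inhibition above a per-campaign cutoff: mean of compounds within control limits plus 3 SD, cut at about 15% in these data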;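 also: 0% = median of all compound wells on the plate and 100% = blocking peptide control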
ARFGAP1 inhibitor: inhibits rat ARF GTPase activating protein 1. Q62848. Arfgap1-stimulated ARF1 GTP hydrolysis, GDP FP detection. inhibition, % at 16.5 µM. hit rate 0.26% among 360,000;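 active = inhibition above a per-plate limit, mean inhibition of low control wells plus 3 SD, cut at about 25% in these data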;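 also: 0% = DMSO wells with enzyme and 100% = wells lacking Arfgap1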
Target sequence (Q62848 1-136 limits assumed): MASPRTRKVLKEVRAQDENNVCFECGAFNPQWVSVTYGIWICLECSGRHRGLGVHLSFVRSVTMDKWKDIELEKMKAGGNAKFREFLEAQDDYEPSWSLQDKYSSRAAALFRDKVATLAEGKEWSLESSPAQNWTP
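System: truncated rat Arfgap1 GAP domain / Benchmarks: high control wells lacking Arfgap1, low control full reaction with DMSO / Times: compound-enzyme preincubation 20 min, reaction 120 min, detection 60 min, 25 °C / Repeats: one replicate per compound / Also added: human ARF1(Δ1-17)-GTP substrate / Measured by: Tracer-displacement fluorescence polarization with EDTA stop, 620/688 nm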
PLC-gamma1 inh: blocks human PLC-gamma1 enzyme activity. P19174. hit rate 0.84% among 370,000. AID 720700. purified PLC-gamma1, fluorogenic substrate, fluorescence. inhibition, % at 12.2 µM; in the data active = inhibition above about 9.5%
proKLK7 act: activates the human kallikrein-7 zymogen; P49862; purified proKLK7, EDANS-DABCYL substrate fluorescence; 100% is mature enzyme control, 0% vehicle; AID 652039; hit rate 0.9% among 370,000; activation, % at 7 µM;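 active = activation above the mean of all tested compounds plus 3 SD, computed per campaign excluding outliers beyond control limits, cut at about 13% in these data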
Target sequence (P49862 whole entry, looked up): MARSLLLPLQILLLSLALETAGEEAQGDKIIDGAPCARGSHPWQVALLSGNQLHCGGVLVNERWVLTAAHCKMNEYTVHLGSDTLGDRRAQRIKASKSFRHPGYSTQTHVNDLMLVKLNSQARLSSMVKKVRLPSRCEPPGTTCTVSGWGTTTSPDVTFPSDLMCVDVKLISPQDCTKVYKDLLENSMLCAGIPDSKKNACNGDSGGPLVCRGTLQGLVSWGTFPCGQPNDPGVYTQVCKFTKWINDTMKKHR
Rev-erbA mod: modulators of human Rev-erb alpha DNA binding; P20393; Rev-erbα–FITC-DNA binding, fluorescence polarization, 90 min; activity, % at 10 µM; hit rate 0.79% among 370,000;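 active = activity above about 14%, limit read from the data; passing the limit was not always enough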;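 also: 0% = DMSO wells with 35 nM protein and 100% = DMSO wells with 750 nM protein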
Target sequence (P20393 whole entry, looked up): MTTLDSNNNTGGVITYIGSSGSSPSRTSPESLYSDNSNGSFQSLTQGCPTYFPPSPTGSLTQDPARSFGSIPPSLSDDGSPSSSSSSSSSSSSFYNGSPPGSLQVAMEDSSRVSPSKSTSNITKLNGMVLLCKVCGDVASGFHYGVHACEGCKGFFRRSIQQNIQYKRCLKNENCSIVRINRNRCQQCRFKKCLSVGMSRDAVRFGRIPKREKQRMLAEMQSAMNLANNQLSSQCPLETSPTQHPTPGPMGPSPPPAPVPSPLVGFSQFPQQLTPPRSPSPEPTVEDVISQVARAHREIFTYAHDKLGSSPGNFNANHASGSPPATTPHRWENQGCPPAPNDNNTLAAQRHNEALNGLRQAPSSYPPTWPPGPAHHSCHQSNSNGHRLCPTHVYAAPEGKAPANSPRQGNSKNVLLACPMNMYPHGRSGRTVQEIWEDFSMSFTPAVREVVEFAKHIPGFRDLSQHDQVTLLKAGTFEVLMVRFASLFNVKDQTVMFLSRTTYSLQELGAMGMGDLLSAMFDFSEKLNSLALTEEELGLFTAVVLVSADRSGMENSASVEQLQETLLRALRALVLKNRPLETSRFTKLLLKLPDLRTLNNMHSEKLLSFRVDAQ
Tn7 DDE FP: disrupts Tn7 cyclic peptide binding to fibrin D-Dimer-E complex; P02675; FP displacement of FITC-Tn7 peptide from fibrin DD(E); 0% = median of compound wells per plate; inhibition, % at 8.3 µM; hit rate 0.13% among 370,000; AID 720508;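 active = inhibition above the mean of compounds falling within the control limits plus 3 SD of them, cut at about 14% in these data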;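 also: 0% = plate median of compound wells and 100% = 10 µM Aha-Tn7 peptide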
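Test system – human fibrin DD(E) · Times – 10 min preincubation, 3 h with tracer, room temperature · Detection – fluorescence polarization of the labelled Tn7 tracer · Measure – percent inhibition normalized to high-control wells · Benchmarks – high control wells with 10 µM unlabelled Aha-Tn7 peptide (full inhibition) · Repeats – singlicate testing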
UHRF1 binding: human UHRF1 methylated DNA binding inhibitors. Q96T88. UHRF1 binding to methylated oligo, TR-FRET. inhibition, % at 4.4 µM. hit rate 0.75% among 370,000. AID 687016; in the data active = inhibition above about 21%;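 also: UHRF1 SRA domain binding a hemimethylated CpG hairpin DNA probe; 0% = median of test compound wells and 100% = reference inhibitor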
ASAP1 inh: ASAP1 ArfGAP inhibition. Q9ULH1. ASAP1-stimulated ARF1 GTP hydrolysis, GDP FP detection. inhibition, % at 16.5 µM. hit rate 0.19% among 360,000; in the data active = inhibition above about 25%;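 also: 0% = vehicle with enzyme and substrate and 100% = no enzyme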
PLCb3 inh: blocks human PLC-beta3 enzyme activity. Q01970. Purified PLC-beta3, fluorogenic substrate, fluorescence. inhibition, % at 12.2 µM. hit rate 0.18% among 370,000; in the data active = inhibition above about 11%;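 also: 0% = median of compound wells on plate and 100% = full blocker control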
sPLA2-III inh: Inhibits HGIII-sPLA2 liposome hydrolysis, primary screen | hit rate 0.56% among 370,000 | QFRET BODIPY PC-A2 liposome hydrolysis, fluorescence | Q9NZ20 | inhibition, % at 12.2 µM;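 active = inhibition above mean plus 3 SD of compounds lying within the high and low control bounds, cut at about 19% in these data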;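 also: 0% = median of test compound wells and 100% = no enzyme DMSO wells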
* hit, by the source's call; i = inactive.

#1 Cc1cc(=O)oc2cc(OC(C)C(=O)NCCc3ccc(S(N)(=O)=O)cc3)ccc12 (centres undefined)
#2 CNC(=O)c1sc(N2N=C3/C(=C\c4ccccc4)CCCC3C2c2ccccc2)nc1C (centres undefined)
#3 O=c1c2sccc2n(Cc2cc(=O)n3ccccc3n2)c(=O)n1-c1ccccc1
#4 COc1ccccc1-c1cnc(C(O)c2cccc(CN3CCCCC3)c2)[nH]1 (centres undefined)
#5 Clc1ccc(Cl)c(OCCN2CCOCC2)c1
#6 COc1cccc2cc(C(=O)NNC(=O)c3ccc(Br)cc3)c(=O)oc12

assay / compound	1	2	3	4	5	6
DDE Tn6 FP inh	-2	-3	5	-6	2	2
ARFGAP1 inhibitor	8	8	-1	-1	-12	5
PLC-gamma1 inh	-6	-421	-39	1	-2	-4
proKLK7 act	0.3	-27	1.4	0.2	-0.1	0.1
Rev-erbA mod	0	8	-5	0	-4	-15
Tn7 DDE FP	-2	1	-7	-4	4	-4
UHRF1 binding	2	-3	1	17	4	0
ASAP1 inh	8	17	14	17	3	18
PLCb3 inh	-13	i	-47	4	-1	-1
sPLA2-III inh	4	0	1	-10	2	-2

#7 CC(=O)c1ccc(N(C(=O)c2ccco2)C(C(=O)NC2CCCC2)c2ccc(N3CCOCC3)cc2)cc1 (centres undefined)
#8 COc1ccc2nc(N=Nc3ccc(N(C)C)cc3)sc2c1
#9 CSc1ccccc1NC(=O)c1ccco1
#10 CCOC(=O)/C=C1\SCC(=O)N1Cc1ccc(Br)cc1
#11 O=C(Nc1ccc(N2CCOCC2)c(Cl)c1)c1cccnc1Cl
#12 CCOP(=O)(OCC)C(NC(=O)/C=C/c1ccc(OC)cc1)c1ccccc1 (centres undefined)

assay / compound	7	8	9	10	11	12
DDE Tn6 FP inh	-1	-5	-7	2	-4	-1
ARFGAP1 inhibitor	-18	0	5	-5	4	-1
PLC-gamma1 inh	0	1	0	-2	-1	2
proKLK7 act	-0.6	-0.6	0.5	0.1	-0.5	-0.4
Rev-erbA mod	2	-7	-4	-6	1	-3
Tn7 DDE FP	7	1	5	6	2	1
UHRF1 binding	0	-2	-1	2	-1	0
ASAP1 inh	-4	-3	-4	-19	8	9
PLCb3 inh	2	1	2	2	-1	0
sPLA2-III inh	-3	8	-1	-32	-1	0

Part of the list above, bar-delimited.
cpd | compound | DDE Tn6 FP inh | ARFGAP1 inhibitor | PLC-gamma1 inh | proKLK7 act | Rev-erbA mod | Tn7 DDE FP | UHRF1 binding | ASAP1 inh | PLCb3 inh | sPLA2-III inh
8 | COc1ccc2nc(N=Nc3ccc(N(C)C)cc3)sc2c1 | -5 | 0 | 1 | -0.6 | -7 | 1 | -2 | -3 | 1 | 8
9 | CSc1ccccc1NC(=O)c1ccco1 | -7 | 5 | 0 | 0.5 | -4 | 5 | -1 | -4 | 2 | -1

(next part)
#13 CCOC(=O)C1=C(C)N=c2s/c(=C\c3ccc(OC(C)=O)cc3)c(=O)n2C1/C=C/c1ccccc1 (centres undefined)
#14 Oc1ccccc1CN1CCC(C(O)(c2ccccc2)c2ccccc2)CC1
#15 O=c1cc(-c2ccccc2Cl)oc2c(NS(=O)(=O)c3ccccc3OC(F)(F)F)ccc(O)c12
#16 Cc1cccc(C(=O)N(C(=O)c2cccc(C)c2)N(C)C)c1
#17 O=C(CNC(=O)N1CC(=O)Nc2ccccc21)NCc1ccccc1Cl
#18 CCOC(=O)CSc1nc2c(c(=O)n(C)c(=O)n2C)n1CCCc1ccccc1

assay / compound	13	14	15	16	17	18
DDE Tn6 FP inh	1	4	2	3	-2	-4
ARFGAP1 inhibitor	2	-8	6	13	-2	12
PLC-gamma1 inh	0	6	4	0	5	1
proKLK7 act	0.2	0.1	-0.3	-0.2	0.1	0.0
Rev-erbA mod	2	4	7	12	0	5
Tn7 DDE FP	-6	-5	-1	-12	-1	-6
UHRF1 binding	1	0	0	1	0	-2
ASAP1 inh	5	-11	4	-5	-13	14
PLCb3 inh	1	3	1	3	-3	2
sPLA2-III inh	-3	-9	-33	-4	2	-1

#19 O=C(Nc1ccccc1Cl)N1CCN(C/C=C/c2ccccc2)CC1
#20 S=c1[nH]nc(Nc2ccc(Cl)cc2)s1
#21 CCOC(=O)C1=NN(C(=O)COc2ccccc2)C(O)(c2ccc(Cl)cc2)C1 (centres undefined)
#22 NC(=O)c1ccc(S(=O)(=O)N2CCSCC2)cc1
#23 Cc1cccc(NC(=O)CCc2c(C)nn(-c3ccc(N4CCOCC4)nn3)c2C)c1
#24 O=C(Nc1nccs1)C1CCN(S(=O)(=O)c2cccs2)CC1

assay / compound	19	20	21	22	23	24
DDE Tn6 FP inh	3	1	3	2	-2	2
ARFGAP1 inhibitor	9	-9	1	5	-3	-1
PLC-gamma1 inh	4	1	0	3	-6	0
proKLK7 act	-0.5	0.1	0.8	-0.2	0.5	-0.6
Rev-erbA mod	2	0	1	0	-1	-7
Tn7 DDE FP	4	1	-5	2	0	5
UHRF1 binding	-1	0	0	3	-1	-2
ASAP1 inh	-8	-9	-8	-23	3	1
PLCb3 inh	-1	-5	-2	-2	-12	-5
sPLA2-III inh	3	14	-16	1	-7	4

#25 CCOc1cc(C(=O)OCC(=O)NCc2ccco2)cc(OCC)c1OCC
#26 CCC(CO)Oc1cc(NCc2ccccc2C)c2ncn(C(C)C)c2c1 (centres undefined)
#27 CCC(=NN=C(CC)c1ccccc1O)c1ccccc1O
#28 C#CCNC(=O)c1cc(-c2ccccc2)sc1N
#29 Cc1cccc(C)c1N1CCN(S(=O)(=O)c2ccc(F)cc2)CC1
#30 Cc1ccc(CNC(=O)Cn2cc(C(F)(F)F)ccc2=O)cc1

assay / compound	25	26	27	28	29	30
DDE Tn6 FP inh	-3	0	-1	-1	2	5
ARFGAP1 inhibitor	3	12	4	5	-8	7
PLC-gamma1 inh	-1	-27	-30	-18	-4	1
proKLK7 act	0.9	0.3	0.4	-1.5	0.1	0.5
Rev-erbA mod	-2	2	5	-4	-5	-7
Tn7 DDE FP	-2	-6	2	-8	-2	0
UHRF1 binding	5	-5	-1	4	1	0
ASAP1 inh	-7	8	12	9	4	4
PLCb3 inh	-5	-43	-34	-35	-1	2
sPLA2-III inh	1	2	9	19	3	-4

#31 CC(NC(=O)c1ccc([N+](=O)[O-])cc1Cl)C1CC2CCC1C2 (centres undefined)
#32 NC(=O)NC(Cc1ccccc1)C(=O)NCCCSc1ccccc1 (centres undefined)
#33 CCOC(=O)C1CCN(C(=O)COC(=O)c2ccccc2C(=O)c2ccc(Cl)cc2)CC1
#34 CCOC(=O)c1sc2nc(C)c([N+](=O)[O-])c(COC)c2c1N
#35 O=C(Nc1ccccc1)c1cc(C2CCCN(C(=O)c3ccc4c(c3)CCO4)C2)on1 (centres undefined)
#36 CCn1c(CCNC(=O)c2ccc(C)cc2)n[nH]c1=S

assay / compound	31	32	33	34	35	36
DDE Tn6 FP inh	1	3	2	1	0	-1
ARFGAP1 inhibitor	4	1	-7	-1	-1	2
PLC-gamma1 inh	11*	-1	2	-1	2	1
proKLK7 act	-0.5	-0.1	0.1	-0.3	0.1	-0.4
Rev-erbA mod	4	14	0	0	-3	-1
Tn7 DDE FP	-1	-5	-11	3	9	3
UHRF1 binding	3	1	2	0	0	-2
ASAP1 inh	10	-8	2	-5	-19	-8
PLCb3 inh	7	-1	-2	-1	3	4
sPLA2-III inh	19	-2	0	1	-5	4

#37 S=c1[nH]nc(COc2ccccc2)n1/N=C/c1ccc(Br)s1
#38 CCN=C1NC(c2ccc(F)cc2)C(C(=O)OC)=C(C)N1Cc1cccc(C(F)(F)F)c1 (centres undefined)
#39 Cc1ccc([N+](=O)[O-])c(OCCCN2CCCCCC2)c1
#40 OC1CCCN(CC(O)c2ccccc2)C1 (centres undefined)
#41 CC12CCCCC1C(C(N)=O)C(=O)O2 (centres undefined)
#42 CN(C(=O)C1CCOC1)c1nnc(C2CCOC2)s1 (centres undefined)

assay / compound	37	38	39	40	41	42
DDE Tn6 FP inh	-1	0	3	6	-7	13
ARFGAP1 inhibitor	11	8	6	-4	9	2
PLC-gamma1 inh	-1	0	1	-74	4	4
proKLK7 act	-0.8	0.1	0.0	-0.8	-0.3	0.1
Rev-erbA mod	2	2	3	-3	-1	-6
Tn7 DDE FP	0	-1	3	1	-11	-2
UHRF1 binding	-3	0	3	3	0	2
ASAP1 inh	7	-10	-15	4	6	10
PLCb3 inh	-3	1	1	3	7	2
sPLA2-III inh	-9	-3	9	8	-7	1

Reprinted at random: 2 compounds from above, in no set order.
#41 CC12CCCCC1C(C(N)=O)C(=O)O2 (centres undefined)
#40 OC1CCCN(CC(O)c2ccccc2)C1 (centres undefined)

assay / compound	41	40
DDE Tn6 FP inh	-7	6
ARFGAP1 inhibitor	9	-4
PLC-gamma1 inh	4	-74
proKLK7 act	-0.3	-0.8
Rev-erbA mod	-1	-3
Tn7 DDE FP	-11	1
UHRF1 binding	0	3
ASAP1 inh	6	4
PLCb3 inh	7	3
sPLA2-III inh	-7	8

Next section
#43 COc1ccc(NC(=O)CSc2nc3c(c(=O)n2-c2ccc(F)cc2)SCC3)cc1
#44 COCCSc1ccccc1C(=O)N1CCc2ccccc2C1
#45 CCCN1C(=O)c2n[nH]c(C)c2C1c1ccc2c(c1)OCO2 (centres undefined)
#46 O=C(N/C(=C/c1ccc(Br)cc1)c1nc2ccccc2[nH]1)c1ccco1
#47 Cc1cc(C(=O)Nc2ccccc2[N+](=O)[O-])cs1
#48 CC(C)(C)c1ccccc1NC(=O)Cn1cnc2cc([N+](=O)[O-])ccc2c1=O
#49 O=C(CSc1nnc(CCCN2C(=O)c3cccc4cccc(c34)C2=O)n1-c1ccccc1)N1CCCCC1
#50 CNC(=O)c1oc(-c2ccccc2)nc1C
#51 CC(C)[C@H](NC(=O)N1CC(=O)Nc2ccccc21)C(=O)N1CCC[C@@H]1C(=O)O

assay / compound	43	44	45	46	47	48	49	50	51
DDE Tn6 FP inh	-4	-3	0	-8	4	-8	-3	-3	-4
ARFGAP1 inhibitor	0	5	-3	10	0	-9	8	3	-14
PLC-gamma1 inh	3	0	0	-29	1	-3	0	2	1
proKLK7 act	0.3	-0.5	0.5	-1.6	0.0	-0.3	0.5	0.0	-0.5
Rev-erbA mod	4	0	5	3	1	-3	5	-2	-2
Tn7 DDE FP	-1	-2	6	-2	-6	6	-6	4	2
UHRF1 binding	0	-3	0	-3	12	-4	-2	-4	0
ASAP1 inh	-10	7	-13	0	13	2	-2	-11	-5
PLCb3 inh	-2	2	-2	-38	-4	-6	1	1	4
sPLA2-III inh	5	-4	6	-17	4	-3	-7	5	-1

Assay outcomes (PubChem BioAssay)
